Fluor 339 460: intrinsic fluorescence of library compounds, ex339/em460 – biochemical, MLSMR library, data from DPM-DC assay, artefact control, profiling panel; 5.5% of 65,000 active; fluorescence fold increase at 10 µM; compound autofluorescence, ex339/em460 nm, NADH buffer; hits give high values; 1 = no-compound wells, NADH background; AID 709;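 active = at 10 µM, mean starting fluorescence two-fold or more over control wells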;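 note: signal is the first read of a kinetic run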
E coli RNAP: inhibitors of Escherichia coli RNA polymerase. E. coli RNA polymerase, fluorescence transcription assay. inhibition, %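 (tested at 10 µM)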. 0.2% of 62,000 active. AID 559; in the data active = inhibition above about 20%;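 note: 0% = enzyme without compound and 100% = no enzyme blank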
SF1 activator: activators of human nuclear receptor SF-1; Q13285; AID 522; CHO-K1 Gal4-SF-1 LBD luciferase reporter; % increase over DMSO SF-1-specific signal; 1.9% of 65,000 active; activation, % at 10 µM;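 active = activation above the mean activation of all tested compounds plus 3 SD, cut at about 50% in these data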
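Test system: CHO-K1 cells co-transfected with Gal4 DBD–human SF-1 LBD, 5xGal4 luciferase reporter. Quantity: 4,000 cells per well. Compound: 10 µM only. Incubation: compound added 1 h post-seeding, 20 h exposure at 37 °C, 5% CO2. Detection: SteadyLite luciferase luminescence. Replication: one test per compound.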
Ecoli tolC: blocks growth of E. coli BW25113 tolC mutant | growth inhibition, % at 10 µM (by protocol) | 2.2% of 65,000 active | AID 573 | OD615;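 active = growth inhibition at or above a cutoff equal to the mean over every tested compound plus 3 SD, cut at about 60% in these data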;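 note: growth measured after 20 h incubation at 37 °C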
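Assay system: tolC-deleted E. coli BW25113. Medium: kanamycin-containing LB broth (50 µg/mL). Dosing: 10 µM final, single dose. Timing: bacterial growth with compound for 20 h at 37 °C. Detection: A615 absorbance measurement. Read-out basis: growth inhibition in percent.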
TNAP act mid DEA: human TNAP activation, intermediate phosphate acceptor. P05186. 64,000 tested, under 10 active. purified TNAP, CDP-star luminescence, 100 mM DEA, 30 min; hits give high values; scale: 0 levamisole-inhibited, 1 vehicle-only enzyme. activation factor at 20 µM. AID 813;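 active = activation factor of at least 2 at 20 µM, relative to controls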
NADH coupling: inhibition of NAD/NADH coupling enzymes, library profiling. AID 774. IC50, µM (titrated, usually from 10 µM), inactives show at the highest dose inhibition. coupled PK/LDH NADH assays, four targets. 0.02% of 65,000 active;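 active = single-dose screening hits from any of four coupled enzyme assays that gave an IC50 when retested across doses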;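 note: the DPM-DC format reads NADH fluorescence rather than 340 nm absorbance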
M1 ag: M1 muscarinic receptor agonism; B-score at 10 µM; AID 626; 3% of 64,000 active; CHO-M1 cells, Fluo-4 calcium fluorescence, agonist mode; hits give high values;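 active = fluorescence rise, raw or as B-score row- and column-corrected plate score, outside the 99.7% band of its plate's samples, either direction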
RORa activator: RORA (human) activation; CHO-K1 Gal4-RORA LBD luciferase reporter, luminescence; percent increase over mock-subtracted basal signal; P35398; 1.5% of 65,000 active; activation, % at 10 µM;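 active = activation above the mean of all tested compounds plus 3 SD, cut at about 49% in these data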;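 note: 0% = DMSO-treated RORA cells and 100% = added signal equal to DMSO minus mock-transfected cells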
Target sequence (P35398 whole entry, looked up, the tested form may be a part): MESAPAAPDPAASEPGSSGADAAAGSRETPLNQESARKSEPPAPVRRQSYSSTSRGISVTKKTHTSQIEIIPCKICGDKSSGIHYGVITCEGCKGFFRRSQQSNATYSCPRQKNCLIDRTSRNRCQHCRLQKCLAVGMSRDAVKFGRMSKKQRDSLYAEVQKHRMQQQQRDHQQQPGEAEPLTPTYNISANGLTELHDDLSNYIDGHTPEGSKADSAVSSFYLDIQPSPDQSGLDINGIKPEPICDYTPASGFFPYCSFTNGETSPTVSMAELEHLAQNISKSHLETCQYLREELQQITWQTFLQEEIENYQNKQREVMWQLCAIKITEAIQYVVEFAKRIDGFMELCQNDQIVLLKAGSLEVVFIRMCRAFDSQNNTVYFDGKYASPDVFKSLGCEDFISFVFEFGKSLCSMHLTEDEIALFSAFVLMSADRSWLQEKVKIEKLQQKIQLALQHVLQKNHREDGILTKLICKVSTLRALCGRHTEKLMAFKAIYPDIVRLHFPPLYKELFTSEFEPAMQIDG
M1 antagonist: antagonists of rat M1 muscarinic receptor | B-score at 10 µM | AID 628 | 3.4% of 64,000 active | CHO-M1 cells, Fluo-4 calcium, ACh EC80 antagonist mode; hits give low values | P08482;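 active = calcium fluorescence response, raw or row-and-column corrected B-score, differing from the plate sample mean either way at a set confidence level, mostly lower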
Target sequence (P08482 whole entry, looked up): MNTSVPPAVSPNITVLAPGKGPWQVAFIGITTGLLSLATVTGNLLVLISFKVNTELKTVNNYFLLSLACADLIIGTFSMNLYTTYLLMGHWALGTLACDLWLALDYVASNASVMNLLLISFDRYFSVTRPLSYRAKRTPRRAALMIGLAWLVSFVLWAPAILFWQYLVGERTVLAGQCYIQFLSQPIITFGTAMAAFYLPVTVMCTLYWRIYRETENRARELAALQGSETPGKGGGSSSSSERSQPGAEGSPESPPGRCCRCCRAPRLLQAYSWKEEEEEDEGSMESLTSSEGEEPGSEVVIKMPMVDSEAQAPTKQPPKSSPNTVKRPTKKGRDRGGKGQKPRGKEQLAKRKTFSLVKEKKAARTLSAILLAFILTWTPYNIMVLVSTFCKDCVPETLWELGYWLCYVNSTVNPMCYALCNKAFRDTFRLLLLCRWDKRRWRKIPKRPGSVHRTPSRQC
An asterisk follows results filed as active; / = not tested or not shown; [ ] = another dose, or the depositor's remark.

#	smiles	Fluor 339 460	E coli RNAP	SF1 activator	Ecoli tolC	TNAP act mid DEA
1	O=C1CN(C(=O)COC(=O)C2=COCCO2)c2ccccc2N1	1.1	0	10	-26	1
2	CC1Cn2c(nnc2-c2cccs2)S1 (stereo not drawn)	1	/	-15	-7	/
3	COCCn1c(=O)[nH]c2cc(C(=O)NCCN3CCN(c4ccc(OC)cc4)CC3)ccc2c1=O	1.2	-4	-7	-8	1
4	O=C(NC1CCN(C(=O)Nc2cccc(F)c2)CC1)C1CCCCC1	1.1	3	-9	-14	1
5	Cc1cc(C)n(-c2nc(NCc3cccnc3)c3c4c(sc3n2)COC(C)(C)C4)n1	3.7*	-8	-1	30	1
6	Fc1ccc(Br)cc1/C=N/n1cnnc1	1.1	4	4	-21	0.9
7	COc1ccc(-n2c(Cc3cccn3C)nnc2SCC(=O)Nc2ccc(F)cc2)cc1	1.1	3	9	27	1
8	COc1cccc(/C=N/n2cnnc2)c1OCc1ccccc1	1.4	-4	/	-6	0.9
9	CN(c1ccc(F)cc1)S(=O)(=O)c1ccc2[nH]cc(C(=O)O)c(=O)c2c1	1.3	-1	8	-4	0.9
10	CC1CCCC(NC(=O)CSc2nnnn2C)C1C (stereo not drawn)	1.1	-2	5	-4	0.8
11	COc1cc(C#N)ccc1OCC(=O)c1ccc2c(c1)OCCO2	1.1	7	9	8	0.9
12	CC(C)NC(=O)c1ccccc1NC(=O)CCS(=O)(=O)Cc1ccccc1	0.99	-17	-9	-6	0.9
13	CC(C)NS(=O)(=O)c1ccc(OCC(=O)NCc2ccc3c(c2)OCO3)c(Cl)c1	1.1	6	-2	18	1
14	Cc1cc(O)ccc1Nc1nc2ccccc2nc1Nc1ccc(O)cc1C	1.1	8	7	12	0.8
15	COC(=O)Nc1ccc(S(=O)(=O)N2c3ccccc3CCC2C)cc1 (stereo not drawn)	1.1	1	5	21	0.9

#	NADH coupling	M1 ag	RORa activator	M1 antagonist
1	26%	0.007	-4	0.2
2	8%	/	0	/
3	9%	-1.2	-20	0.18
4	6%	-0.62	28	1.3
5	5%[fluoresces]	1.1	-3	-0.75
6	5%	-0.19	-8	0.32
7	6%	-0.67	-14	0.47
8	4%	-0.19	/	-0.21
9	3%	-0.3	-7	0.58
10	4%	-1	4	-0.64
11	7%	1.3	-10	-0.012
12	3%	0.068	-16	0.91
13	1%	-0.78	10	-0.021
14	6%	-0.75	-5	-0.23
15	5%	-0.016	15	-1

Continued.
#	smiles	Fluor 339 460	E coli RNAP	SF1 activator	Ecoli tolC	TNAP act mid DEA
16	CCOc1ccc(/C(O)=C2/C(=O)C(=O)N(CCOCCO)C2c2ccccc2)cc1 (stereo not drawn)	1.1	10	1	-7	0.9
17	O=C(c1ccc2c(c1)N(Cc1ccc(F)cc1)C(=O)CS2)N1CCOCC1	1.1	-1	-2	0	0.9
18	CCOc1ccc(Cn2nnc(C(=O)NCc3ccc(OC)cc3)c2N)cc1	1	-4	-9	3	0.9
19	O=C(C1CCC(CNc2c(N3CCOCC3)c(=O)c2=O)CC1)N1CCN(c2ccccc2)CC1 (stereo not drawn)	1	4	3	4	1
20	Cc1cc(C(=O)OCC(=O)Nc2ccc(F)cc2F)c(C)o1	1.1	9	-9	-5	0.9
21	CN(C)CCCN1C(=O)c2oc3ccc(Cl)cc3c(=O)c2C1c1cccnc1 (stereo not drawn)	1.1	5	19	9	0.8
22	COC(=O)c1ccc(C(C(=O)NCc2ccccc2)N(Cc2ccco2)C(=O)c2cnccn2)cc1 (stereo not drawn)	1.1	9	-10	-7	0.9
23	CCOCCCNC(=O)c1ccccc1SCC	1.1	3	11	-8	0.9
24	Cn1c(=O)c2c(nc(SCC(=O)NC3CCCCC3)n2C)n(C)c1=O	1.1	0	5	0	1
25	COc1ccccc1NC(=O)c1cccs1	1.1	6	-5	-5	0.9
26	O=S(=O)(CCn1cccc1)CCn1cccc1	0.94	-2	-2	-17	0.9
27	Cc1ccc2c(CC(=O)NCc3ccc4c(c3)OCO4)coc2c1	1.1	5	0	-19	0.9
28	O=C(Nc1ccccc1C(=O)N1CCCCCC1)c1cccc(S(=O)(=O)N2CCOCC2)c1	1	8	-14	-12	1.1
29	O=C(Nc1ncc2c(n1)CC(c1ccco1)CC2=O)c1ccccc1 (stereo not drawn)	1.1	2	26	-7	0.9
30	Cn1ncc2nc[nH]c(=O)c21	1.1	-5	3	1	0.9

#	NADH coupling	M1 ag	RORa activator	M1 antagonist
16	8%	-0.21	-12	0.0063
17	3%	-0.61	-21	0.013
18	3%	0.35	1	-1.6*
19	7%	-1.3	-1	-0.9
20	6%	0.98	11	0.18
21	4%	-1.5	-2	0.48
22	8%	0.81	23	-0.028
23	1%	0.12	-3	-1.2
24	8%	-0.6	-8	-0.35
25	2%	0.46	3	0.012
26	4%	-0.52	2	2.2*
27	6%	-0.51	-28	0.3
28	5%	0.19	-18	0.55
29	0%	-2.1	42	-0.023
30	1%	-0.51	-2	-0.7

Reformatted as labelled records: entries from further up.
28) O=C(Nc1ccccc1C(=O)N1CCCCCC1)c1cccc(S(=O)(=O)N2CCOCC2)c1
- Fluor 339 460: 1
- E coli RNAP: 8
- SF1 activator: -14
- Ecoli tolC: -12
- TNAP act mid DEA: 1.1
- NADH coupling: 5%
- M1 ag: 0.19
- RORa activator: -18
- M1 antagonist: 0.55
25) COc1ccccc1NC(=O)c1cccs1
- Fluor 339 460: 1.1
- E coli RNAP: 6
- SF1 activator: -5
- Ecoli tolC: -5
- TNAP act mid DEA: 0.9
- NADH coupling: 2%
- M1 ag: 0.46
- RORa activator: 3
- M1 antagonist: 0.012
16) CCOc1ccc(/C(O)=C2/C(=O)C(=O)N(CCOCCO)C2c2ccccc2)cc1 (stereo not drawn)
- Fluor 339 460: 1.1
- E coli RNAP: 10
- SF1 activator: 1
- Ecoli tolC: -7
- TNAP act mid DEA: 0.9
- NADH coupling: 8%
- M1 ag: -0.21
- RORa activator: -12
- M1 antagonist: 0.0063

(continued)
#	smiles	Fluor 339 460	E coli RNAP	SF1 activator	Ecoli tolC	TNAP act mid DEA
31	CCOC(=O)CSc1nc2sc(C)c(C)c2c(=O)n1C	1	-2	5	7	0.9
32	CCOc1ccccc1Nc1nnc(Cc2ccccc2Cl)c(=O)[nH]1	1.1	-2	-23	31	0.8
33	CCOc1ccccc1CNC(=O)C1CCN(C(=O)c2sccc2-n2cccc2)CC1	1.1	-3	3	0	1
34	Cc1cc(-n2nc(C)cc2C)n2ncc(-c3ccccc3)c2n1	1.1	5	30	-10	0.9
35	COc1cccc(C(=O)NCCn2ccc3ccccc32)c1	1.1	8	44	12	0.8
36	COc1ccc(C(=O)CSc2nnc(-c3cnccn3)n2Cc2ccco2)cc1	1.3	6	-7	17	0.9
37	COc1ccc(C)cc1NC(=O)CSc1nnc(COc2ccc(Cl)cc2)n1Cc1ccco1	1.1	7	5	5	0.9
38	COc1ccc(N2C(=O)CCC(C(=O)N3CCOCC3)C2c2ccc(F)cc2)cc1 (stereo not drawn)	1.1	-2	19	-4	1
39	Cc1[nH]c(=O)[nH]c(=O)c1CSc1nnc([C@H](CC(C)C)NC(=O)OC(C)(C)C)o1	1.1	/	12	7	0.9
40	CCCCCCn1c(N2CCC(C)CC2)nc2c1c(=O)[nH]c(=O)n2C	1.1	10	-10	11	1
41	Cc1ccc2c(c1)-c1c(cnn1CC(=O)NC(C)CCc1ccco1)CO2 (stereo not drawn)	1.1	0	-2	9	0.9
42	CCOC(=O)N1CCN(C(=O)Cn2nc(C)c3sc4ccccc4c3c2=O)CC1	1.4	11	2	1	1
43	O=C(CCNC(=O)Cn1ccc2ccccc2c1=O)NCCCN1CCN(c2ccccc2F)CC1	1.2	7	17	-1	1
44	CCOCCCn1c(=S)[nH]c2ncccc2c1=O	0.99	4	-12	1	0.9
45	Cc1ccn2c(-c3csc(NCc4ccco4)n3)c(C)nc2c1	1.3	6	-3	30	0.9

#	NADH coupling	M1 ag	RORa activator	M1 antagonist
31	2%	-0.07	-2	-0.05
32	9%	1.7	-1	0.39
33	5%	1	-9	0.45
34	6%	0.72	29	0.048
35	4%	-0.041	35	0.79
36	10%	-0.067	8	0.025
37	5%	/	13	/
38	2%	0.46	5	-3.1*
39	6%	-0.36	-7	0.6
40	6%	-1.4	0	-0.4
41	5%	-0.32	0	0.0051
42	2%	1.5	-24	0.71
43	10%	-0.045	-5	0.27
44	7%	0.2	9	0.59
45	11%	/	-7	/

Later entries:
#	smiles	Fluor 339 460	E coli RNAP	SF1 activator	Ecoli tolC	TNAP act mid DEA
46	O=C(NCCN1CCOCC1)C1CCC(=O)N1Cc1ccccc1Cl (stereo not drawn)	1.1	2	3	10	0.8
47	CSc1c(CC(=O)NCCO)n(C)c2ccccc12	1	1	-10	-19	0.8
48	Cn1c(C(=O)N2CCN(Cc3ccc4c(c3)OCO4)CC2)cc2c(=O)n(C)c3ccccc3c21	1.1	3	4	15	1
49	O=C(COc1ncnc2ccccc12)NC1CCS(=O)(=O)C1 (stereo not drawn)	1.1	3	-8	-9	0.9
50	Cn1c(=O)[nH]c(=O)c2c1nc(N1CCN(Cc3ccccc3)CC1)n2CCSc1ncccn1	1	6	0	-7	1
51	O=C(NCc1ccc(F)cc1)C1CCC(=O)N1C1CCCCC1 (stereo not drawn)	1.1	-3	-8	2	1.1
52	COc1ccc(CNC(=O)CCn2c(=O)oc3ccccc32)cc1	1.1	0	-11	-2	1

#	NADH coupling	M1 ag	RORa activator	M1 antagonist
46	3%	0.46	0	-1.9
47	1%	-0.088	-14	0.82
48	5%	1.6	8	-1.6
49	4%	-1.2	-5	0.71
50	2%	-0.13	1	-0.63
51	9%	0.051	-6	-0.1
52	8%	0.65	0	-0.23

Bioassay records: PubChem, several laboratories
